High-throughput results from PubChem BioAssay.
ALDH1A1 block – qHTS Assay for Inhibitors of Aldehyde Dehydrogenase 1 (ALDH1A1) | Aldehyde dehydrogenase 1A1 (Homo sapiens), P00352 | Purified ALDH1A1, NADH fluorescence, propionaldehyde substrate | Potency, µM (highest dose often 75.3 µM), inactives show top-dose activity, negative = inhibition, hits mostly inhibitors | 220,000 tested, 7.3% active; active = well fitted inhibition curve with a large enough effect, not every such curve was filed as active; inconclusive = small, poorly fitted or top-dose-only effect, or another doubt; inactive = no such curve, though single readings can be large or run the other way;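 note: plate controls were no enzyme wells and a reference inhibitor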
Tau fibril FP – qHTS for Inhibitors of Tau Fibril Formation, Fluorescence Polarization | Microtubule-associated protein tau (Homo sapiens), P10636 | K18 P301L tau heparin fibrillization, Alexa594 FP, 6 h | Potency, µM (doses to about 57.7 µM), for the others: top-dose activity, negative = inhibition, usual class: inhibitors | 280,000 tested, 0.39% active | AID 1468, 2008; note: nearly all actives have a fitted effect of over 55% in size
Target sequence (P10636 561-689 P618L limits assumed): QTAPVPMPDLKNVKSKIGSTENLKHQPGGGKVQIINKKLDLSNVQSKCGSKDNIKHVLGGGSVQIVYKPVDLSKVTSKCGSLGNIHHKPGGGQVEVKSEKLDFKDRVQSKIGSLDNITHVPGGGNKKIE
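FP of Alexa 594-tau after heparin (20 uM) induction. Substrate: human K18 P301L, 15 uM unlabeled, 0.24 uM labeled. Buffer 100 mM sodium acetate pH 7. 6 hr, 37 C.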
Tau fluor cs – Counterscreen qHTS for Inhibitors of Tau Fibril Formation, Fluorescence Polarization | tau K18 P301L Alexa594 fluorescence, heparin fibrillization | Potency, µM (highest dose often 57.7 µM), without a hit: at the top dose activity change, negative = decrease | 280,000 tested, 0.93% active; note: nearly all actives have a fitted effect of over 55% in size
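Human K18 P301L tau (15 uM unlabeled plus 0.24 uM Alexa 594-labeled, final) in 100 mM sodium acetate pH 7 was mixed with compound and 20 uM heparin and incubated 6 hr at 37 C.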
GLA spleen mod – qHTS Assay for Inhibitors and Activators of Human alpha-Galactosidase From Spleen Homogenate; Alpha-galactosidase A (Homo sapiens), P06280; human spleen homogenate, 4MU-alpha-Gal fluorescence, 40 min; Potency, µM (highest dose often 80 µM), inactives show at the highest dose activity change, negative = inhibition, most hits filed as inhibitors; 240,000 tested, 0.008% active; AID 2107, 2009;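 note: 0% = enzyme with vehicle and -100% = no enzyme basal signal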
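Human spleen homogenate (1 ug) as enzyme source, 4-methylumbelliferyl-alpha-D-galactopyranoside 1 mM final, citrate/phosphate pH 5.0 with 0.01% Tween-20. Compounds 40 min at 37C, NaOH/glycine stop; fluorescence Ex 365/Em 440, Hill-fit AC50.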
TRb SRC2 PPI – qHTS for Inhibitors of the Interaction of Thyroid Hormone Receptor and Steroid Receptor Coregulator 2; 280,000 tested, 0.065% active; TRbeta-SRC2 peptide binding, fluorescence polarization; receptor liganded with 1 µM T3; AID 1469, 2008; Potency, µM (series often up to 106 µM), for inactives: at the top dose activity change, negative = inhibition, hits mostly inhibitors; Thyroid hormone receptor beta (Homo sapiens), P10828;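 note: plate controls were bound peptide for no effect and peptide without receptor for full effect; nearly all actives have a fitted effect of over 50% in size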
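Human TRb LBD (0.6 uM) plus Texas Red-labeled SRC2 peptide (20 nM), 1uM T3, 5% DMSO, 5 hr at ambient temperature. Decreased polarization (555/632 nm) flags inhibition; data normalized to free and bound peptide controls.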
TexasRed fluor – Total Fluorescence Counterscreen for Inhibitors of the Interaction of Thyroid Hormone Receptor and Steroid Receptor Coregulator 2 | 280,000 tested, 0.29% active | TRb/SRC2 Texas Red total fluorescence interference | Potency, µM (series often up to 106 µM), without a hit: at the top dose fluorescence change, negative = quenching | AID 1479, 2009; active = well fitted curve in either direction with a large enough effect; inconclusive = small, poorly fitted or top-dose-only effect
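Flags fluorescent or light-absorbing compounds by total fluorescence, S + 2P, at 555 nm excitation and 632 nm emission. Mixture: 20 nM Texas Red SRC2 peptide, 0.6 uM human TRb LBD, 1 uM T3, 5% DMSO; compound exposure 5 h at ambient temperature.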
Tau ThT inhib – qHTS for Inhibitors of Tau Fibril Formation, Thioflavin T Binding. Microtubule-associated protein tau (Homo sapiens), P10636. recombinant tau K18 P301L, heparin-induced fibrillization, ThT fluorescence. Potency, µM (doses to about 57.4 µM), for inactives: top-dose activity, negative = inhibition, actives largely listed as inhibitors. 270,000 tested, 2.1% active. AID 1460, 2008; note: nearly all actives have a fitted effect of over 55% in size
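Using a mix of unlabeled (15 uM) and Alexa 594-labeled (0.24 uM) tau K18 P301L, heparin-triggered fibrillization over 6 hr at 37 C was scored by ThT fluorescence.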
L3MBTL1 inh – qHTS Assay for the Inhibitors of L3MBTL1 | AID 485360, 2010 | Lethal(3)malignant brain tumor-like protein 1 (Homo sapiens), Q9Y468 | Potency, µM (titrated, usually from 57.1 µM), without a hit: at the highest dose activity, negative = inhibition, actives largely listed as inhibitors | AlphaScreen L3MBTL1–H3K9me1 peptide binding | 230,000 tested, 0.66% active; note: nearly all actives have a fitted effect of over 60% in size
Target sequence (Q9Y468 whole entry, looked up): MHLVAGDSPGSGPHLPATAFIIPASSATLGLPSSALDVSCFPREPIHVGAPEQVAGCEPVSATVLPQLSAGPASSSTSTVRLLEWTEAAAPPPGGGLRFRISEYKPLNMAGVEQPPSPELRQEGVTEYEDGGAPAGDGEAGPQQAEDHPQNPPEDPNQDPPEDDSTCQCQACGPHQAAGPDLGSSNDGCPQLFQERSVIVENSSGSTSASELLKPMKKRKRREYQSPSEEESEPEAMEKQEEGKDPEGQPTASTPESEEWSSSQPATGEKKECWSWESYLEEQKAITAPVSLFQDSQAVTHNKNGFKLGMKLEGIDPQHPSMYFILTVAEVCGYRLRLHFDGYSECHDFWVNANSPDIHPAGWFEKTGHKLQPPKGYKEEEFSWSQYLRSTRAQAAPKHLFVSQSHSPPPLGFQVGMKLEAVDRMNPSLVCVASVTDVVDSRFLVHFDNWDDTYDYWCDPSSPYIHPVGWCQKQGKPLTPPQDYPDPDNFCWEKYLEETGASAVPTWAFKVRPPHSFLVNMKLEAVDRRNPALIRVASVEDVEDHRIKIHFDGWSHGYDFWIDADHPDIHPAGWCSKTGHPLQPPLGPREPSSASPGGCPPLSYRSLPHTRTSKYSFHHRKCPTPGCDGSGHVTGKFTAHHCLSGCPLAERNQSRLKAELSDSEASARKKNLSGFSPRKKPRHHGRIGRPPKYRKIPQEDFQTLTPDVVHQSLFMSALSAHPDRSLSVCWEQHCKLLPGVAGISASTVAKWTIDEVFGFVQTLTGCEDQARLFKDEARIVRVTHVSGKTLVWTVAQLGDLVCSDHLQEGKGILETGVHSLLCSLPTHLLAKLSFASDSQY
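AlphaScreen proximity signal between nickel-chelate acceptor and streptavidin donor beads (final 10 ug/mL) reports binding of 50 nM L3MBTL1 to 75 nM biotin-H3 K9me1 peptide; complex incubated with compounds 30 min at room temperature; cefsulodin titration as control.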
* marks the source's active call; other numbers are inactive results; ? = inconclusive; nt = not tested or not shown; [ ] = remark or other dose. Unless noted, calls come from the whole dose curve; as a rule, active = well fitted curve in the direction sought with a large enough effect; inconclusive = small, poorly fitted or top-dose-only effect, or another doubt; inactive = no such curve, though single readings can be large; an effect the other way counts as inactive or inconclusive. Unless noted, % is set by controls: 0 for no effect and ±100 for the full control effect; potency is the fitted concentration of half-maximal effect.

SMILES | ALDH1A1 block | Tau fibril FP | Tau fluor cs | GLA spleen mod | TRb SRC2 PPI | TexasRed fluor | Tau ThT inhib | L3MBTL1 inh
CCOC(=O)C1CCCN(C(=O)C2CCN(S(=O)(=O)N3CCC4(CC3)OCCO4)CC2)C1 (stereo unspecified) | -13% | 0% | 3% | -2% | -15% | -4% | 4% | -1%
CCOc1ccc(NC(=O)c2c(C)oc3nc(C)nc(N4CCCC4)c23)cc1 | nt | -1% | -18% | nt | -2% | 0% | -16% | nt
O=C(Nc1cccc(C(F)(F)F)c1)c1ccc2snnc2c1 | nt | -4% | -1% | nt | -2% | 0% | 7% | nt
Cc1c(Cl)c([N+](=O)[O-])nn1CCCC(=O)NC1CCCCC1 | -4% | 3% | -3% | 3% | -2% | -2% | -4% | nt
O=C(ON=C1CCN(S(=O)(=O)c2ccccc2)CC1)c1cccc(Cl)c1 | -2% | 9% | -7% | -1% | 2% | -5% | -4% | -9%
O=C(Nc1cc2ccccc2oc1=O)C1CCCCC1 | 9% | -1% | 0% | 1% | -3% | 1% | -4% | 0%
Cn1cccc1Cc1nnc(SCC(=O)N2CCCc3ccccc32)n1-c1ccc(F)cc1 | ? | -6% | -6% | -2% | -8% | -2% | -9% | ?
O=C(CN1C(=O)NC2(CCCCCCC2)C1=O)NCc1ccc2c(c1)OCO2 | -1% | -4% | -6% | -2% | -13% | -2% | -6% | nt
CCOC(=O)C1=C(C)NC(=O)CC1c1cc2c(cc1[N+](=O)[O-])OCO2 (stereo unspecified) | ? | ? | ? | -2% | ? | ? | 22µM* | nt
COC(=O)C1CCN(CC(=O)Nc2ccccc2Sc2ccccc2)CC1 | ? | 6% | -7% | -9% | 2% | 0% | ? | 16%
COC(=O)c1nnn(-c2cccc(Cl)c2)c1C(=O)OC | nt | -1% | -9% | 7% | 4% | -2% | -6% | 3%
CCS(=O)(=O)N1CCC(NC(=O)c2ccco2)CC1 | 11% | 2% | 0% | 2% | -1% | -1% | 1% | 7%
Cc1cccnc1NC(=O)C1CCCN(S(=O)(=O)c2ccc3c(c2)oc(=O)n3C)C1 (stereo unspecified) | 8% | 0% | -10% | -5% | -5% | -3% | 0% | nt
O=C(Nc1ccc(Br)cc1F)c1sccc1-n1cccc1 | -13% | -4% | -3% | 2% | -1% | -7% | 5% | 9%
Nc1c(Cl)cc(Cl)cc1C(=O)OCC(=O)N1CCOCC1 | ? | 10% | -2% | ? | 1% | 0% | -5% | -2%
COc1ccc(CCN2C(=O)CC(Cc3ccc(Br)cc3)C2=O)cc1OC (stereo unspecified) | 5% | 15% | -7% | -5% | -2% | 0% | ? | -5%
Cc1ccc(Cc2c(C)nc3nc(SCC(=O)NC(C)c4ccccc4)nn3c2C)cc1 (stereo unspecified) | nt | -4% | -11% | nt | -3% | 1% | -13% | nt
Cc1ccccc1CC1(CO)CCCN(Cc2ccc(C#CC(C)(C)O)cc2)C1 (stereo unspecified) | ? | 9% | -4% | -4% | 8% | 0% | -13% | -9%
CCCCCOc1ccc(C2C(C(C)=O)=C(C)Nc3ncnn32)cc1OC (stereo unspecified) | 6% | 2% | -5% | 2% | 0% | 1% | 0% | 6%
C=CCN1C(=O)C(Cc2ccc(Br)cc2)S/C1=N\N=C\c1ccco1 (stereo unspecified) | ? | -1% | -3% | 1% | -8% | -2% | 6% | 4%
COc1ccccc1CNC(=O)Cn1nc(C)c2nn(-c3ccc(Cl)cc3)c(C)c2c1=O | nt | 10% | -5% | nt | 7% | -4% | 5% | nt
CCN(CC(=O)NC1CCS(=O)(=O)C1)C(=O)COc1ccccc1-c1ccccc1 (stereo unspecified) | 6% | 0% | -1% | 3% | -6% | -4% | -4% | 3%
CCN1CCN(C(=O)CCc2nc3ccccc3n2-c2ccccc2)CC1 | 10% | 3% | 5% | 0% | 9% | -2% | 5% | 2%
O=C(CSc1nc2ccccc2s1)N/N=C/c1ccc(C(=O)O)cc1 | 3% | -6% | -4% | 3% | 6% | -1% | -6% | 1%
CCN(c1ccccc1)S(=O)(=O)c1ccc(OC)c(NC(=O)Cn2cnc3c2c(=O)n(C)c(=O)n3C)c1 | 12% | 13% | -4% | 4% | -1% | 0% | 4% | 11%
COC(=O)CCCCCn1c(-c2ccccc2)cn2c3c(=O)n(C)c(=O)n(C)c3nc12 | nt | 1% | -13% | nt | -6% | -2% | -14% | nt
O=C(Cn1cnc2ccccc2c1=O)Nc1ccc(S(=O)(=O)N2CCOCC2)cc1 | 0% | 1% | 3% | 9% | 0% | 1% | 7% | 7%
C=CCN(c1ccccc1)S(=O)(=O)c1cccc(C(=O)Nc2nnc(SCC)s2)c1 | ? | -7% | -15% | -2% | -7% | 1% | 1% | 11%
COc1cccc(N2CCN(C(=O)C3CCCN(S(=O)(=O)c4cnc[nH]4)C3)CC2)c1 (stereo unspecified) | -1% | -2% | -3% | 6% | 10% | 2% | -5% | -3%
COc1ccc(N2CCN(CCCNC(=O)C3CCCN(S(=O)(=O)c4c(C)n[nH]c4C)C3)CC2)cc1 (stereo unspecified) | 9% | -6% | -17% | 5% | 2% | 2% | -13% | nt
CCOC(=O)C(C)Sc1nnc(-c2ccccc2O)n1Cc1ccccc1 (stereo unspecified) | -8% | -12% | -1% | 4% | -6% | -1% | -4% | 7%
CN(C)C(CNC(=O)c1cccnc1Sc1ccccc1)c1ccco1 (stereo unspecified) | ? | 4% | -9% | 8% | 1% | 3% | -8% | nt
CCN(CC)c1ccc(C(=O)OCC(=O)Nc2ccccc2-c2ccccc2)cc1 | ? | 10% | -13% | 0% | -6% | 0% | -14% | 12%
CCCN(CCC)C(=O)Cn1c(=O)n(CCCCCC(=O)NCc2ccccc2Cl)c(=O)c2sccc21 | nt | 0% | 5% | nt | -9% | ? | 16% | nt
Cc1ccc(-c2noc(CNC(=O)COc3cc(C)c(Br)c(C)c3)n2)cc1 | nt | ? | -15% | nt | -9% | 1% | -4% | nt
COc1ccc(N/C=C(\C#N)c2nc3ccccc3n2C)c(OC)c1 | 7% | ? | ? | -13% | -2% | -7% | ? | -21%
CC(=O)Nc1nc(N2C(=O)c3ccccc3C2=O)n(-c2ccccc2)n1 | -11% | 0% | -1% | -4% | -16% | 2% | 11% | 33%[activator][11.4 µM]
Cc1ccc(CN(C(=O)COc2cccc([N+](=O)[O-])c2)c2ccccn2)o1 | nt | -3% | -16% | nt | 0% | 4% | -8% | nt
CC1CCCC(C)N1Cc1cn2ccccc2n1 (stereo unspecified) | -15% | 4% | 8% | 0% | 10% | 1% | -2% | -6%
Cc1ccccc1NC(=O)Cn1c(C)nc2ccc(NC(=O)C3CC3)cc2c1=O | 3% | -2% | -12% | -5% | 11% | 2% | -14% | 4%

Eight compounds out of the list, sorted by heavy-atom count, rising.
SMILES | ALDH1A1 block | Tau fibril FP | Tau fluor cs | GLA spleen mod | TRb SRC2 PPI | TexasRed fluor | Tau ThT inhib | L3MBTL1 inh
CC1CCCC(C)N1Cc1cn2ccccc2n1 (stereo unspecified) | -15% | 4% | 8% | 0% | 10% | 1% | -2% | -6%
COc1ccc(N/C=C(\C#N)c2nc3ccccc3n2C)c(OC)c1 | 7% | ? | ? | -13% | -2% | -7% | ? | -21%
CN(C)C(CNC(=O)c1cccnc1Sc1ccccc1)c1ccco1 (stereo unspecified) | ? | 4% | -9% | 8% | 1% | 3% | -8% | nt
Cc1ccc(-c2noc(CNC(=O)COc3cc(C)c(Br)c(C)c3)n2)cc1 | nt | ? | -15% | nt | -9% | 1% | -4% | nt
Cc1ccccc1NC(=O)Cn1c(C)nc2ccc(NC(=O)C3CC3)cc2c1=O | 3% | -2% | -12% | -5% | 11% | 2% | -14% | 4%
COc1cccc(N2CCN(C(=O)C3CCCN(S(=O)(=O)c4cnc[nH]4)C3)CC2)c1 (stereo unspecified) | -1% | -2% | -3% | 6% | 10% | 2% | -5% | -3%
COC(=O)CCCCCn1c(-c2ccccc2)cn2c3c(=O)n(C)c(=O)n(C)c3nc12 | nt | 1% | -13% | nt | -6% | -2% | -14% | nt
CCCN(CCC)C(=O)Cn1c(=O)n(CCCCCC(=O)NCc2ccccc2Cl)c(=O)c2sccc21 | nt | 0% | 5% | nt | -9% | ? | 16% | nt

Next compounds.
SMILES | ALDH1A1 block | Tau fibril FP | Tau fluor cs | GLA spleen mod | TRb SRC2 PPI | TexasRed fluor | Tau ThT inhib | L3MBTL1 inh
Cc1c(Cl)cccc1NC(=O)c1cc(-c2cccs2)on1 | nt | ? | -8% | nt | -3% | ? | -10% | nt
CCCc1n[nH]c2c1C(=O)C(C(=O)OC)C(C)(C)C2 (stereo unspecified) | ? | 3% | 8% | 4% | -7% | -3% | -1% | -1%
COc1ccc(-c2cn3cccnc3n2)cc1NC(=O)Cc1ccccc1 | nt | -2% | -10% | nt | -5% | -1% | -8% | nt
CCCn1c(=O)n(N)c2ccccc21 | -5% | 10% | 4% | 9% | 1% | -3% | 1% | 4%
CCCCNC(=O)CSc1nc2cc3c(cc2c(=O)n1CCCC(=O)NCc1ccc(OC)cc1)OCO3 | nt | 4% | 7% | nt | -2% | 3% | 9% | nt
